Screening data from PubChem.
APP 5'UTR act – APP 5'UTR luciferase reporter activation. activation, % at 2 µM. 190,000 compounds, 1% hits. SH-SY5Y APP 5'UTR luciferase reporter, luminescence; zero percent = DMSO vehicle wells;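 active means activation above a set limit, based on mean plus 3 SD of controls, cut at about 140% in these data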; further: values of inactives mirror those of a sister screen read the other way
APP 5UTR inh – APP translation inhibition. SH-SY5Y APP 5'UTR-luciferase reporter, luminescence. inhibition, % at 2 µM. 190,000 compounds, 0.82% hits;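 active means inhibition above a set limit, derived from the sample mean plus 3 SD, cut at about 45% in these data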; further: values of inactives mirror those of a sister screen read the other way
STAT1 blocker – inhibitors of IFN-gamma induced STAT1 signaling | AID 920 | NIH 3T3 STAT1-luciferase reporter, luminescence | 200,000 compounds, 0.35% hits | inhibition, % at 5.5 µM;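 active means inhibition above a set limit, the mean inhibition across all tested compounds plus 3 SD, cut at about 34% in these data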;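 further: 0% = IFN-gamma with DMSO and 100% = IFN-gamma with 300 µM nifuroxazide; values of inactives mirror those of a sister screen read the other way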
STAT3 blocker – STAT3 signaling inhibition. U3A cells, IL-6 STAT3-luciferase reporter, luminescence; host cell line lacks STAT1. inhibition, % at 5.5 µM. 190,000 compounds, 0.89% hits. AID 862;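 active means inhibition above the mean inhibition across all screened compounds plus 3 SD, cut at about 44% in these data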;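 further: 0% = DMSO only wells and 100% = 100 µM nifuroxazide control wells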
RAM inhibit – inhibitors of the yeast RAM network; S. cerevisiae dse1pr::URA3 reporter, 5-FOA growth OD615, 2 d; analog-sensitive cbk1-as2 kinase mutant strain; inhibition, % at 50 µM; 190,000 compounds, 1.8% hits;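 active means inhibition above a set limit, 3 SD over mean compound inhibition, cut at about 8.4% in these data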;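 further: 0% = DMSO-only wells with no growth and 100% = 10 µM 1-NA-PP1 full growth; inhibition rescues growth on 5-FOA so higher OD means more RAM inhibition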
FLuc inhib CS – counter-screen for luciferase assay inhibitors: firefly luciferase inhibition; 200,000 compounds, 1.5% hits; P08659; ATPLite firefly luciferase biochemical luminescence, 10 min; inhibition, % at 10 µM;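 active means inhibition above about 50% when tested at 10 µM, limit read from the data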
Target sequence (P08659 whole entry, looked up): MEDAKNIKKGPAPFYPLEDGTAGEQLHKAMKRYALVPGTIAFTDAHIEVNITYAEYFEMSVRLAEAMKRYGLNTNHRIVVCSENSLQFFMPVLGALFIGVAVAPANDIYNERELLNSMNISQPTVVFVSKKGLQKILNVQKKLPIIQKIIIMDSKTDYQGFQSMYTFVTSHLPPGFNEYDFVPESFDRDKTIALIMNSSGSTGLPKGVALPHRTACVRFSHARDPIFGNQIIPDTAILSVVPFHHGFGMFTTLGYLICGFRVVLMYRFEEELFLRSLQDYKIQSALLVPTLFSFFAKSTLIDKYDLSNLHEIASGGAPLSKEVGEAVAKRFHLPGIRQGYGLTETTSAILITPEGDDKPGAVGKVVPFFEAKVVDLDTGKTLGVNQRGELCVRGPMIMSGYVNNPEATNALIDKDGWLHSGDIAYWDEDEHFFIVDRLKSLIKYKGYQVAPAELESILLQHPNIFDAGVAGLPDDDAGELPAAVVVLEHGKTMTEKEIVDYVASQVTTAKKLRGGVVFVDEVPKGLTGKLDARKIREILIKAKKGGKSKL
NF-kB expr up – NF-kB expression increase, human neuronal cells | NF-kB reporter expression; hits give high values | fold change at 12.5 µM | 190,000 compounds, 1.6% hits | AID 1239; in the data active means fold change above about 3.3
Hsp70 act – Hsp70 transcriptional activation, primary screen. activation, % at 10 µM. 200,000 compounds, 0.04% hits. HeLa Hsp70 promoter luciferase reporter, luminescence; scaled: vehicle 0, proteasome-inhibitor control 100%. AID 1203;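 active means activation above the mean across all tested compounds plus 3 SD, cutoff set per campaign, cut at about 5.5% in these data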;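 further: 100% = MG132 at 30 µM as the positive control and 0% = DMSO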
STAT3 act – activators of IL-6 induced STAT3 signaling | U3A cells, IL-6 STAT3-luciferase reporter, luminescence; 100% = signal with IL-6 EC80 alone | activation (% of control), % at 5.6 µM | 190,000 compounds, 0.91% hits;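 active means activation above the screen-wide mean of compound activation plus 3 SD, cut at about 130% in these data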;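 further: 0% = background luminescence of wells with medium and substrate only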
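Material: STAT3-luciferase reporter U3A cells. Controls: IL-6-treated wells, 100% activation. Read-out: % activation versus median of IL-6-stimulated wells. Probe or stimulus: IL-6 stimulus at 33 ng/mL final. Timing: compound 1 h, then IL-6 6 h at 37 °C. Signal: reporter luminescence signal.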
STAT1 activator – STAT1 signaling activation. activation (% of control), % at 5.5 µM. 200,000 compounds, 2.6% hits. NIH 3T3 STAT1-luciferase reporter, IFN-gamma, luminescence; 100% = IFN-gamma alone, no compound;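 active means activation above the screen-wide mean activation plus 3 SD, cut at about 130% in these data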;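 further: raw ratio to IFN-gamma control signal so 100% means no change and 0% no light; values of inactives mirror those of a sister screen read the other way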
* marks the source's active call; other numbers are inactive results; nt = no result given.

Second line of a record: FLuc inhib CS	Hsp70 act	STAT1 activator	STAT3 blocker	APP 5'UTR act	NF-kB expr up	STAT1 blocker	APP 5UTR inh	RAM inhibit	STAT3 act
Cc1ccccc1-n1c(SCC(=O)NCc2cccs2)nc2ccccc2c1=O
 : -4	-0.2	103	-8	-7	1.4	-3	7	0.8	103
O=C1NC(Nc2nccs2)(C(F)(F)F)C(=O)N1CCc1ccccc1 (stereo not drawn)
 : -5	0.0	109	-1	-3	1.4	-10	3	-0.9	103
CCOn1c(=O)c(-c2cccc3ccccc23)[n+]([O-])c2ccccc21
 : -6	-0.1	90	-20	-8	0.91	8	8	0.6	121
O=S(=O)(c1ccc(OCC(O)CN2CCN(c3ccccc3Cl)CC2)cc1)N1CCOCC1 (stereo not drawn)
 : -5	0.1	91	5	4	0.67	9	-4	0.9	98
Cc1cccc(CCNS(=O)(=O)c2ccc3c(c2)n(C)c(=O)c(=O)n3C)c1
 : -6	-0.5	100	9	19	1.2	0	-19	-1.0	97
CC/C(C)=C1\SC(N2CCN(c3cccc(C(F)(F)F)c3)CC2)=NC1=O
 : -5	-0.2	90	27	5	0.75	11	-5	3.5	80
O=C(Nc1ccc(S(=O)(=O)Nc2ccccc2)cc1)c1ccc(CN2CCOCC2)cc1
 : -3	0.0	78	84*	8	0.75	21	-8	1.4	31
O=C(O)Cn1nnnc1SCC(=O)Nc1ccc(F)cc1F
 : -7	0.0	93	7	18	1.3	8	-18	1.2	96
CCOC(=O)CS(=O)(=O)c1ccc(O)cc1
 : -6	0.1	112	2	4	0.87	-14	-4	5.0	105
COC(=O)c1ccc(CSc2ccc3nnc(-c4ccccn4)n3n2)o1
 : -3	-0.1	106	14	-5	1.2	-7	5	2.2	95
COc1ccc(C2C(C#N)=C(N)N3C(=C2C#N)Sc2ccccc23)cc1 (stereo not drawn)
 : -1	-0.2	103	1	5	1.1	-2	-5	3.5	105
COc1cc2nc3c4ccccc4n(CC#N)c3nc2cc1OC
 : -1	-0.1	112	42	18	1.1	-13	-18	8.4*	65
N#C/C(=C\c1ccc(-c2cccc(C(F)(F)F)c2)o1)C(=O)Nn1cnnc1
 : -4	-0.3	108	-5	0	1.1	-9	0	-1.4	103
COc1ccc(Br)cc1CNC(=O)CCc1nc(-c2ccccc2F)no1
 : -7	0.1	93	12	-14	1.3	8	14	4.8	91
Cc1c(C(=O)N2CCOCC2)oc2c1C(=O)CC(C)(C)C2
 : -6	-0.3	104	6	14	0.88	-6	-14	1.2	98
CCc1ccc(OS(=O)(=O)c2cn(C)c(=O)n(C)c2=O)cc1
 : -2	-0.2	107	15	-2	1.3	-5	2	1.1	91
COC(=O)c1c(NC(=O)c2ccccc2)sc2c1CC(C)(C)OC2
 : -4	-0.1	99	13	-4	1.2	-3	4	2.0	89
CCOC(=O)CN1C(=O)N[C@H](c2ccc(Br)cc2)C(C(C)=O)=C1C
 : -7	-0.4	97	-8	1	1.2	3	-1	-0.7	104
O=C(CSc1nnc(CN2CCOCC2)n1-c1ccccc1)Nc1ccc(Cl)cc1
 : -6	-0.3	97	5	16	0.94	3	-16	1.3	100
O=C(O)[C@H](Cc1ccccc1)NC(=O)N1CCOCC1
 : -10	0.0	97	9	-17	1.1	3	17	1.1	96
COc1cc(CNC(=O)C2CCCN2S(=O)(=O)c2ccccc2)cc(OC)c1OC (stereo not drawn)
 : -6	-0.1	96	7	25	1.1	2	-25	2.3	100
CCCNc1ncnc2c1cnn2-c1ccc(OC)cc1
 : 43	0.0	156*	34	193*	5.9*	-62	-193	2.6	77
COC(=O)c1ccccc1NC(=O)CSc1nc(O)c(-c2ccccc2)c(=O)[nH]1
 : -5	0.2	100	-13	24	0.88	-1	-24	3.7	119
CC[n+]1c(/C=C/Nc2ccccc2)oc2ccc(OC)cc21
 : -4	-0.1	78	16	10	0.76	22	-10	1.1	88
CNC(=S)N1CCN=C1Nc1nc(C)cc(C)n1
 : -4	0.1	98	12	-15	1.3	1	15	1.8	95
COc1ccccc1NC(=S)NN1CCN(C)CC1
 : -6	-0.1	103	-2	12	0.73	-4	-12	2.3	101
CCC(C)c1ccccc1NC(=O)COC(=O)c1ccc(N2CCCC2)c([N+](=O)[O-])c1 (stereo not drawn)
 : -5	0.0	97	2	-7	0.94	3	7	3.1	101
COc1cccc(NC(=S)NCc2ccco2)c1
 : -2	-0.5	95	-2	23	1.1	6	-23	-0.5	102
CCN(c1ccc(OCC(=O)OCC(=O)c2c(N)n(C)c(=O)n(C)c2=O)cc1)S(=O)(=O)c1ccccc1
 : -19	0.1	93	4	9	0.94	5	-9	3.9	98
O=C(c1ccc(O)cc1)c1ccc(C(=O)O)c(C(=O)O)c1
 : -8	-0.4	102	-3	10	0.9	-2	-10	0.3	106
CCC(=O)NC(=S)NNC(=O)c1ccc(NC(=O)c2ccccc2)cc1
 : 25	0.5	103	-1	-1	0.91	-4	1	5.9	113
CCC1=Nc2cc(C(=O)NCc3ccco3)ccc2Sc2ccc(Cl)cc21
 : -4	-0.4	105	-5	-95	2	-5	95*	2.9	102
CC1=NN2C(=N)/C(=C\c3ccc(SCc4ccccc4)o3)C(=O)N=C2S1
 : 0	-0.3	104	-4	-7	1.3	-4	7	4.9	107
O=[N+]([O-])c1ccc(N2CCN(CCOCCO)CC2)c([N+](=O)[O-])c1
 : -8	-0.3	103	4	0	1	-5	0	0.4	100
CNC(=O)COc1ccccc1C(=O)Nc1ccc2c(c1)oc1ccccc12
 : -2	0.1	93	25	10	1.2	8	-10	2.5	82
CC1=NN(CCC#N)C(=O)/C1=C/c1ccc(N(C)C)cc1
 : 15	0.1	98	8	-14	1.1	2	14	1.9	97
CCOc1ccc(C(=O)Nc2cccc(-c3cc4ccccc4oc3=O)c2)cc1[N+](=O)[O-]
 : -7	-0.4	101	39	-11	1	-1	11	1.6	75
Cc1cc(N2CCCC2)nc(SCC(=O)c2ccccc2)n1
 : -4	-0.2	115	4	6	1.7	-16	-6	3.6	99
CC1CC(NC(=O)N(C)C)N(C)C(=O)N1 (stereo not drawn)
 : -2	-0.1	99	-10	-9	1.4	1	10	1.6	112
O=C(c1ccc2c(c1)OCO2)C1CCCN(Cc2cn[nH]c2-c2cccc(F)c2)C1 (stereo not drawn)
 : -4	-0.4	100	6	4	1	-2	-4	0.4	97

Entries of single compounds, looked up by structure. Order of screens: FLuc inhib CS | Hsp70 act | STAT1 activator | STAT3 blocker | APP 5'UTR act | NF-kB expr up | STAT1 blocker | APP 5UTR inh | RAM inhibit | STAT3 act
COC(=O)c1ccccc1NC(=O)CSc1nc(O)c(-c2ccccc2)c(=O)[nH]1 in the list: -5 | 0.2 | 100 | -13 | 24 | 0.88 | -1 | -24 | 3.7 | 119
CNC(=O)COc1ccccc1C(=O)Nc1ccc2c(c1)oc1ccccc12 in the list: -2 | 0.1 | 93 | 25 | 10 | 1.2 | 8 | -10 | 2.5 | 82

The list goes on.
Second line of a record: FLuc inhib CS	Hsp70 act	STAT1 activator	STAT3 blocker	APP 5'UTR act	NF-kB expr up	STAT1 blocker	APP 5UTR inh	RAM inhibit	STAT3 act
CCCS(=O)(=O)N1CCN(C(=O)c2cccs2)CC1
 : -8	-0.2	105	2	7	3.1	-5	-7	0.0	102
CC(=O)N1CCc2cc(S(=O)(=O)N3CCc4ccccc4C3)ccc21
 : -2	0.0	96	26	-18	0.76	9	18	3.7	78
CCn1c(C)nc2cc(C(=O)N/N=C/c3cccc(OC)c3O)ccc21
 : 14	0.2	112	29	9	1	-14	-9	3.0	81
O=C(CN1CCN(Cc2ccccc2Cl)C1=O)NCc1ccco1
 : -8	-0.2	101	-7	6	1	-1	-6	-0.1	108
Cc1nnc(SCC(=O)N/N=C/c2cn(-c3ccccc3)nc2-c2ccccc2)n1-c1ccccc1
 : 2	-0.2	104	21	16	1	-4	-16	-0.9	83
Cc1cc(C(=O)CSCCCn2c(=O)[nH]c3ccccc32)c(C)n1C
 : -7	0.0	105	0	4	0.77	-6	-4	3.5	105
CC(=O)Nc1ccc(Br)c2ccccc12
 : -5	0.0	96	6	10	0.88	3	-10	3.8	98
Cc1cc(OCc2nn[nH]n2)c2c(C)c(CC(=O)O)c(=O)oc2c1
 : -5	-0.4	95	-2	-13	1.2	5	13	4.9	107
CCN(CC)c1ccc(/C=C/c2nc3ccccc3s2)cc1
 : 64*	-0.2	79	66*	76	1.4	23	-76	4.5	50
C/C=C(\C)CN1CCCC(CO)(Cc2ccccc2)C1 (stereo not drawn)
 : -6	-0.1	92	6	12	1.4	7	-12	1.6	97
Cc1ccc2nc(SCC(=O)Nc3ccc(F)cc3F)[nH]c2c1
 : -4	-0.3	94	15	31	1.3	5	-31	3.8	91
N/C(=N\OC(=O)c1ccco1)c1cccc(Br)c1
 : 56*	0.1	127	-9	137*	3	-29	-137	-0.4	104
CCCC(=O)NCCc1nc2ccccc2n1C
 : -2	-0.1	99	7	38	1.7	3	-38	0.8	98
NC(=O)c1ccc(N=Cc2ccc([N+](=O)[O-])s2)cc1
 : -5	-0.1	100	-11	-29	1.3	0	29	-1.3	108
O=[N+]([O-])c1ncn(Cc2c(Cl)cccc2Cl)n1
 : -3	-0.2	106	2	0	1.1	-6	0	-0.8	98
CCCCCCc1nc2c(=O)[nH]c3ccccc3c2o1
 : -1	-0.1	97	11	6	1.2	1	-6	0.2	94
O=C(CCc1nc2ccccc2c(=O)[nH]1)OCc1ccc(-c2ccccc2)cc1
 : -5	-0.5	99	-4	-11	1.4	1	11	1.7	102
CS(=O)(=O)NCCSCc1c(Cl)cccc1Cl
 : -5	-0.2	107	11	-3	1	-3	3	0.8	91
OCC1(Cc2ccccc2)CCN(Cc2cnc(-c3ccc(Cl)cc3)nc2)CC1
 : -4	-0.2	111	30	27	1.8	-14	-27	5.8	77
Cc1cc(C)c(S(=O)(=O)Nc2cccc3nsnc23)c(C)c1
 : -4	-0.3	97	-6	21	1.1	2	-21	3.3	109
CCOc1ccc(-c2nnc3ccc(SC(C)C)nn23)cc1
 : -8	-0.2	102	nt	-33	0.75	-4	33	4.1	nt
CCSc1nnc(-c2ccncc2)o1
 : -2	-0.2	101	0	4	1.1	-1	-4	-0.4	103
COc1cc2cc3c(N)c(C(=O)Nc4sc(C)c(C)c4C#N)sc3nc2cc1OC
 : -7	0.2	100	2	-11	0.57	0	11	3.8	99
CCNC(=O)CN(c1ccccc1)S(=O)(=O)c1ccc(Cl)cc1
 : -7	-0.2	96	-7	-6	1.9	6	6	1.1	107
O=C(COC(=O)c1ccccc1NS(=O)(=O)c1ccc(Cl)cc1)NCc1ccccc1
 : 1	-0.2	97	12	-7	1.3	2	6	11*	91
Cc1nc2c3ccccc3n(CC#N)c(=O)n2n1
 : -3	-0.1	96	-18	4	0.9	4	-4	-0.3	123
CCC(=O)NNc1cc(=O)c2c(=O)n(C)c(=O)n(C)c2[nH]1
 : -3	-0.1	111	1	11	1.5	-12	-11	2.1	103
COc1cc(CNc2ccc(O)cc2)cc(Br)c1OCc1ccccc1F
 : -4	-0.3	103	-4	-9	2	-4	9	-0.6	102
CCOc1ccc(-c2nc(N)ncc2Oc2ccccc2Br)c(O)c1
 : -2	-0.3	97	-10	-6	0.67	3	6	3.6	108
COC(=O)c1ccccc1NC(=O)Cn1c(SC)c(F)cnc1=O
 : -3	-0.3	97	15	6	0.99	3	-6	5.2	91
